High-throughput results: PubChem BioAssay, several laboratories
PfHsp40 rescue – rescue of PfHsp40-mediated yeast toxicity | S. cerevisiae expressing PfHsp40, growth rescue, ATP luminescence | growth rescue, % at 12.5 µM | 340,000 compounds, 0.68% hits; in the data active means growth rescue above about 28%, passing the limit was not always enough; inconclusive means no clear call, values can overlap the other calls;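 further: yeast W303a lacking pdr1 and pdr3 grown in galactose medium; growth measured after three days at 30 °C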
Mtb BioA inh – blocks M. tuberculosis BioA enzyme activity | 360,000 compounds, 0.096% hits | inhibition, % at 9.99 µM | purified M. tuberculosis BioA enzyme, plate reader; in the data active means inhibition above about 40%; inconclusive means no clear call, values can overlap the other calls
TcdB inh – inhibitors of Clostridioides difficile toxin B glycohydrolase. AID 652162. P18177. inhibition, % at 9.99 µM. 350,000 compounds, 0.24% hits. TcdB glycohydrolase enzymatic assay, plate reader; in the data active means inhibition above about 10%
FBA Mtb inh – inhibitors of M. tuberculosis fructose-bisphosphate aldolase. 360,000 compounds, 2.3% hits. P9WQA3. AID 588726. inhibition, % at 1 µM. purified M. tuberculosis FBA, fluorescence read-out; in the data active means inhibition above about 27%;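 further: 0% = vehicle and 100% = reference inhibitor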
Target sequence (P9WQA3 whole entry, looked up): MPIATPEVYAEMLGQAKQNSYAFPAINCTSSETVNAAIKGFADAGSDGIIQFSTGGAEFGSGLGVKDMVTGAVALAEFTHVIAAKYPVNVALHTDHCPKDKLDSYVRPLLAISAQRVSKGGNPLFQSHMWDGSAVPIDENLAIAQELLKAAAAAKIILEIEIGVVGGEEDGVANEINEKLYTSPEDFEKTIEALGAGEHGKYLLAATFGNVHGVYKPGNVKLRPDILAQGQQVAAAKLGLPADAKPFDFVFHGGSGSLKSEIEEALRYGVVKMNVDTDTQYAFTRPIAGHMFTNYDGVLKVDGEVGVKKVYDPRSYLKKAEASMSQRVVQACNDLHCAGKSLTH
BH1578 lux ind – inducers of Vibrio cholerae quorum light production without autoinducers; 350,000 compounds, 0.16% hits; activation, % at 18.7 µM; V. cholerae BH1578 lux reporter, luminescence, 6 h; AID 588436; in the data active means activation mostly above about 9.7%, no sharp cut-off; inconclusive means no clear call, values can overlap the other calls; inactive means mostly below about 3.7%; further: not every result past the cut was called active; inactives centre near 0; reference of the scale not given here
UGM FP inh – inhibitors of M. tuberculosis UDP-galactopyranose mutase; P9WIQ1; purified UGM, fluorescence polarization probe displacement; inhibition, % at 10 µM; 320,000 compounds, 0.06% hits; AID 504406; in the data active means inhibition above about 10%, passing the limit was not always enough; inconclusive means no clear call, values can overlap the other calls
Target sequence (P9WIQ1 whole entry, looked up): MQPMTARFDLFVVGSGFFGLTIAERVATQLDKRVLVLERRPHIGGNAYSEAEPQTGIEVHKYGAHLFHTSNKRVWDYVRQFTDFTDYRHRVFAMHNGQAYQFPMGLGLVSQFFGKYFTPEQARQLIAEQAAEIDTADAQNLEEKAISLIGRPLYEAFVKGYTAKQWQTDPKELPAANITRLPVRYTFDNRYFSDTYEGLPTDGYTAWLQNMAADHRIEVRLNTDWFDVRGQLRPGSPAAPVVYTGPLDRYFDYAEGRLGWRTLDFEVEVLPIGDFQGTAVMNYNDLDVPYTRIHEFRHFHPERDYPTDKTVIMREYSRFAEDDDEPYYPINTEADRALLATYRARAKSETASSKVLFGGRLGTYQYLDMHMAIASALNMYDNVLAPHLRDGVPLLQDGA
GDH-TPI inh – GDH-TPI coupled enzyme inhibition counter-screen; GDH-TPI coupled enzyme counterscreen, NADH absorbance; inhibition, % at 4.8 µM; 360,000 compounds, 1.2% hits; AID 588335; in the data active means inhibition above about 30%;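 further: 0% = DMSO wells and 100% = wells lacking the enzyme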
FadD28 FP inh – blocks FadD28 binding to the bisubstrate probe; fluorescence polarization; inhibition, % at 12.5 µM; 360,000 compounds, 0.22% hits; AID 588549; in the data active means inhibition above about 8.5%, passing the limit was not always enough; inconclusive means no clear call, values can overlap the other calls
Yp Topo-I inh – Y. pestis Topo-I inhibition via cleavage products; 360,000 compounds, 0.064% hits; AID 504884; activity, % at 10 µM; Y. pestis Topo-I cleavage product accumulation, plate reader; in the data active means activity above about 50%, passing the limit was not always enough; inconclusive means no clear call, values can overlap the other calls; further: inactives centre near 2
* marks the source's active call; other numbers are inactive results; i = inactive; ? = inconclusive; . = no result given.

SMILES	PfHsp40 rescue	Mtb BioA inh	TcdB inh	FBA Mtb inh	BH1578 lux ind	UGM FP inh	GDH-TPI inh	FadD28 FP inh	Yp Topo-I inh
Cc1ccc(SCC(=O)OCC(=O)NC(C)c2ccc(Br)cc2)cc1 (stereo unspecified)	-0.4	-0.6	-1.4	1.9	i	2.1	1.3	-3.7	13.4
CCN1CCN(c2ccc([N+](=O)[O-])cc2C#N)CC1	0.2	.	0.1	-1.2	-0.3	1.1	8.9	-1.4	-11.6
O=C(Nc1ccc(Cl)cc1)c1nc[nH]c1C(=O)N1CCc2ccccc2C1	0.2	-5.0	-1.4	4.7	-0.4	3.0	16.1	-0.7	-9.1
O=C(C1CCCCC1)N1Cc2ccccc2-n2nncc2C1	.	.	1.0	-2.4	-0.3	.	6.2	-2.8	0.2
Cc1nn(CC(=O)O)c(C)c1C	0.1	.	.	2.0	i	-4.6	-1.9	-0.3	2.5
COc1ccc(Cl)cc1NC(=O)c1cnccn1	-1.4	-0.6	-3.1	-2.4	i	-2.4	12.4	-4.5	-0.7
O=C(c1ccc2c3c(cccc13)CC2)C1CCCN(Cc2ncc[nH]2)C1 (stereo unspecified)	-0.7	.	0.4	4.2	-0.3	0.8	3.9	-2.6	20.6
COc1ccc(CCN(C)C(=O)C2CCCN(C3CCN(Cc4ccccc4)CC3)C2)cc1OC (stereo unspecified)	0.6	-0.7	0.1	-0.2	i	-1.5	3.9	-2.3	0.9
Cc1cc(C)n(-c2cc(N3CCN(S(=O)(=O)c4ccc5ccccc5c4)CC3)ccc2[N+](=O)[O-])n1	0.0	0.3	.	-2.1	-0.9	-0.9	17.6	0.9	31.7
NCC(=O)NCC(=O)OCc1ccccc1	-1.7	.	0.9	3.3	-0.2	-1.4	3.3	-1.2	-10.2
CC1(Oc2cccc(F)c2)CCN(Cc2csc3ccccc23)C1 (stereo unspecified)	.	-0.3	1.2	-3.5	-3.3	.	2.7	-2.3	31.6
COc1ccccc1CCNC(=O)c1ccc(NC(=O)CC2SC(N3CCCC3)=NC2=O)cc1 (stereo unspecified)	1.3	.	0.3	1.5	i	1.2	5.8	-1.9	11.0
COC(=O)c1ccc(-n2nnnc2SCC(=O)Nc2ccccc2OC)cc1	0.1	2.3	.	-2.2	-0.4	2.2	5.7	-1.9	1.9
O=C(c1ccco1)N1CCN(C(=O)c2cc(=O)[nH]c3ccccc23)CC1	-1.0	-1.5	1.5	3.3	-3.7	0.6	11.9	-1.1	2.0
CCN(CC)c1ccc(/C=C2\C(=O)c3ccc(C(=O)O)cc3C2=O)cc1	-0.3	.	.	-10.8	-0.3	-21.1	0.7	25.1*	-4.5

A draw from above in order of length of the SMILES, highest first:
SMILES	PfHsp40 rescue	Mtb BioA inh	TcdB inh	FBA Mtb inh	BH1578 lux ind	UGM FP inh	GDH-TPI inh	FadD28 FP inh	Yp Topo-I inh
Cc1cc(C)n(-c2cc(N3CCN(S(=O)(=O)c4ccc5ccccc5c4)CC3)ccc2[N+](=O)[O-])n1	0.0	0.3	.	-2.1	-0.9	-0.9	17.6	0.9	31.7
COc1ccccc1CCNC(=O)c1ccc(NC(=O)CC2SC(N3CCCC3)=NC2=O)cc1 (stereo unspecified)	1.3	.	0.3	1.5	i	1.2	5.8	-1.9	11.0
O=C(c1ccco1)N1CCN(C(=O)c2cc(=O)[nH]c3ccccc23)CC1	-1.0	-1.5	1.5	3.3	-3.7	0.6	11.9	-1.1	2.0
O=C(Nc1ccc(Cl)cc1)c1nc[nH]c1C(=O)N1CCc2ccccc2C1	0.2	-5.0	-1.4	4.7	-0.4	3.0	16.1	-0.7	-9.1
O=C(c1ccc2c3c(cccc13)CC2)C1CCCN(Cc2ncc[nH]2)C1 (stereo unspecified)	-0.7	.	0.4	4.2	-0.3	0.8	3.9	-2.6	20.6
Cc1ccc(SCC(=O)OCC(=O)NC(C)c2ccc(Br)cc2)cc1 (stereo unspecified)	-0.4	-0.6	-1.4	1.9	i	2.1	1.3	-3.7	13.4
CC1(Oc2cccc(F)c2)CCN(Cc2csc3ccccc23)C1 (stereo unspecified)	.	-0.3	1.2	-3.5	-3.3	.	2.7	-2.3	31.6
CCN1CCN(c2ccc([N+](=O)[O-])cc2C#N)CC1	0.2	.	0.1	-1.2	-0.3	1.1	8.9	-1.4	-11.6
O=C(C1CCCCC1)N1Cc2ccccc2-n2nncc2C1	.	.	1.0	-2.4	-0.3	.	6.2	-2.8	0.2
COc1ccc(Cl)cc1NC(=O)c1cnccn1	-1.4	-0.6	-3.1	-2.4	i	-2.4	12.4	-4.5	-0.7
NCC(=O)NCC(=O)OCc1ccccc1	-1.7	.	0.9	3.3	-0.2	-1.4	3.3	-1.2	-10.2
Cc1nn(CC(=O)O)c(C)c1C	0.1	.	.	2.0	i	-4.6	-1.9	-0.3	2.5

(list continues)
SMILES	PfHsp40 rescue	Mtb BioA inh	TcdB inh	FBA Mtb inh	BH1578 lux ind	UGM FP inh	GDH-TPI inh	FadD28 FP inh	Yp Topo-I inh
CC(=O)c1ccc(NC(=S)N2CC(C)CC(C)C2)cc1 (stereo unspecified)	0.0	.	0.0	3.9	-0.3	0.8	5.6	-0.4	-7.6
CC(NC(=O)Nc1ccc(Cl)c(Cl)c1)C(c1ccccc1)N1CCOCC1 (stereo unspecified)	-1.1	.	2.2	-4.2	-0.5	-0.3	7.4	-1.8	-4.8
Cc1ccccc1NP(=O)(c1ccccc1)c1nc2ccccc2s1 (stereo unspecified)	0.2	.	2.7	-0.7	i	-3.7	-0.9	-7.7	16.9
COc1ccccc1N1CCN(C(=O)c2ccc3nc(-c4ccco4)c(-c4ccco4)nc3c2)CC1	3.5	-0.2	.	-1.1	i	-4.0	13.8	0.5	15.5
C/C(N=Nc1nc2ccccc2s1)=N\Nc1ccccc1O	1.1	-1.1	2.3	-10.8	-4.2	-0.3	16.9	-0.6	-13.5
Cn1cnc2cc(NCc3cccs3)ccc21	0.0	0.3	-3.3	2.1	5.2	-0.9	-0.6	-0.3	0.0
Cc1ccc(C)c2[nH]c(=O)c(CCNC(=O)c3ccco3)cc12	0.8	.	.	3.7	-0.4	2.7	7.4	-2.6	-3.7
CCCOc1ccc(C(CC(=O)O)NC(=O)c2ccc3c(c2)OCO3)cc1 (stereo unspecified)	2.7	-0.6	-0.2	-9.8	-0.2	-1.1	-5.9	-1.2	-13.5
CCOc1ccc(-c2nnc3ccc(SCC(=O)N4CCN(c5ccccc5)CC4)nn23)cc1	-1.0	.	-3.0	2.2	i	.	14.3	-0.5	-2.2
Cn1c(SCC(=O)N2CCOCC2)nnc1-c1cnccn1	0.6	-0.1	.	-0.9	1.0	3.9	-9.0	-1.5	4.5
CCN(CC)c1ccc(/C=N/N2CCN(Cc3ccc(C)cc3C)CC2)c(O)c1	1.6	-2.6	.	1.9	-0.6	-2.2	11.1	0.1	3.4
CCOC(=O)N/N=C/c1ccc(C)o1	0.8	0.8	.	-1.0	-0.2	1.7	-2.0	-1.7	7.8
CC(=O)c1ccc(N2CCN(C(=O)c3ccc(OCc4c(C)noc4C)cc3)CC2)cc1	1.0	-0.2	.	1.7	i	2.1	29.2	-4.2	22.7
N=c1oc2cc(O)ccc2cc1C(=O)Nc1ccc(Cl)cc1	-0.2	-4.4	0.1	102.8*	-0.3	-1.0	10.2	1.3	-12.3
Cc1ccnc(NC(=O)c2ccccc2NC(=O)c2ccc(Cl)cc2Cl)c1	-0.1	0.2	0.4	2.7	-0.6	-0.8	-15.4	-3.7	2.7
O=C(O)CNC(=O)c1nc(-c2ccccc2)n(-c2ccccc2)n1	-0.2	.	.	1.2	i	0.4	6.2	1.4	3.7
O=C(CCc1ccc(S(=O)(=O)N2CCOCC2)cc1)N1CCN(Cc2ccc3c(c2)OCO3)CC1	-1.0	2.2	.	2.5	i	0.1	3.3	-1.0	30.9
CS(=O)(=O)N1CCc2cc(S(=O)(=O)Nc3ccc4oc5c(c4c3)CCCC5)ccc21	1.7	-1.7	.	4.5	i	-1.8	0.0	1.3	2.9
Cc1ccc(NC(=O)CSc2nncn2N)cc1C	-0.2	5.6	-0.9	-1.1	-0.2	-1.2	9.4	-1.5	4.1
CCN1C(=O)N(c2cccc3ccccc23)C(C)=CC1(C)C	-0.8	3.0	.	3.7	i	0.7	-2.0	-3.5	10.0
CCOCC(=O)Nc1nnc(Cc2ccc(OC)cc2)s1	0.1	.	.	1.3	i	3.5	1.3	-0.7	-10.6
COC(=O)C1=C(c2ccccc2OCc2ccccc2)C[C@@H]2CC[C@H]1N2C(=O)NCc1ccc(F)cc1	6.7	-1.3	0.9	-3.2	0.0	-0.1	0.9	-4.1	36.5
CCCCC(=O)Nc1cc(C)c(NC(=O)c2ccco2)cn1	-0.7	-0.3	0.7	1.9	i	-1.4	6.0	-0.5	2.7
Cc1ccc(C(c2nnnn2CCc2ccccc2)N2CCC(C)CC2)cc1 (stereo unspecified)	0.0	3.8	.	0.2	-2.8	-6.3	-1.7	-2.5	8.0
N#Cc1ccc(C(=O)Nc2ccc([N+](=O)[O-])cc2)c(F)c1	0.1	.	0.2	-4.7	-0.6	5.5	14.0	-2.9	-7.4
COc1ccc(C(CNC(=O)CNC(=O)c2ccccc2Cl)N2CCCC2)cc1 (stereo unspecified)	2.0	-2.4	1.1	-0.2	-5.0	1.1	7.7	-4.2	2.0
C1=CCC(CN2CCN(C3CCCCCC3)CC2)CC1 (stereo unspecified)	0.1	.	7.1	3.6	1.7	0.0	-11.5	-3.6	3.2
CCOCCCNC(=O)C1CCN(S(=O)(=O)c2ccc3nc4c(c(C(=O)O)c3c2)CCCCC4)CC1	-0.6	-0.8	-0.5	1.5	i	0.9	8.6	0.3	0.3
C[n+]1cn(Cc2ccc(C#N)cc2)c2ccccc21	3.2	-2.3	-0.1	-1.6	1.2	0.1	-4.3	-1.1	-1.4
CC1CC(C)CN(Cc2nc(N)nc(Nc3ccc4ccccc4c3)n2)C1 (stereo unspecified)	-1.3	3.4	.	0.8	i	-0.3	2.5	-4.7	5.0
O=C(NC1CCCCC1)C1CCN(c2nccs2)CC1	?	-2.6	.	3.5	-0.4	2.1	-1.2	-1.9	3.2
COc1cccc(OC)c1C(=O)Nc1ccccc1NC(=O)c1c(OC)cccc1OC	-2.8	-1.2	-0.5	3.1	-0.9	1.3	9.0	1.1	1.3
CCC(=O)Nc1ccc(Nc2ccccc2)cc1	1.6	0.7	.	0.3	i	-0.5	5.8	-2.4	-12.1
Cc1c(CN(C)C(=O)c2ccc(Br)o2)cnn1C	-0.4	1.9	0.3	-1.5	i	-0.9	-8.7	-3.2	1.8
CCCCn1nc(C(=O)Nc2ccc(S(=O)(=O)Nc3ncccn3)cc2)c2ccccc2c1=O	2.7	.	-0.4	2.3	2.2	0.0	13.4	-0.6	0.1
COC(=O)C1C2c3ccccc3C(c3ccccc32)C1(C)C(=O)OC (stereo unspecified)	35.1*	0.3	6.5	-0.2	-5.7	.	6.1	-0.8	-5.9
Cc1c(O)cc2n(c1=O)-c1ccccc1C2(C)C	1.6	-6.3	.	-1.9	.	1.6	4.3	-0.2	-10.1
